# PfHsp40 rescue: rescue of yeast from PfHsp40 toxicity, primary screen, S. cerevisiae, ATP luminescence | growth rescue, % at 12.5 µM | 340,000 compounds, 0.68% hits | S. cerevisiae expressing PfHsp40, growth rescue; in the data active = growth rescue above about 28%, passing the limit was not always enough;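 note: yeast W303a lacking pdr1 and pdr3 grown in galactose medium; growth measured after three days at 30 °C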
# DUSP3 inh: VHR1 phosphatase inhibitors, primary screen, biochemical, absorbance, uHTS; recombinant VHR phosphatase, pNPP absorbance; 290,000 compounds, 0.52% hits; Dual specificity protein phosphatase 3 (Homo sapiens), P51452; inhibition, % at 13.3 µM; AID 1654, 2009; in the data active = inhibition above about 50%; note: some compounds called inactive have numbers as strong as hits
# Target sequence (P51452 whole entry, looked up): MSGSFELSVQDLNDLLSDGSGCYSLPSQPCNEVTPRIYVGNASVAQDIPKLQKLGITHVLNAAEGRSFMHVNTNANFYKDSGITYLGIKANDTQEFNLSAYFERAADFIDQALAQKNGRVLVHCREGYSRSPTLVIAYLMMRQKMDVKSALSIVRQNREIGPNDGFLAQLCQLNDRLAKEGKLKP
# TcdB GH inh: TcdB glycohydrolase inhibitors, primary screen, biochemical, single point, plate reader. Toxin B (Clostridioides difficile), P18177. 350,000 compounds, 0.24% hits. inhibition, % at 9.99 µM. TcdB glycohydrolase enzymatic assay; in the data active = inhibition above about 10%
# Rv3671c inh: Rv3671c serine protease inhibitors, primary screen, biochemical, fluorescence polarization, M. tuberculosis H37Rv; inhibition, % at 5.96 µM; 320,000 compounds, 0.048% hits; AID 2606, 2010; P9WHR9; in the data active = inhibition above about 38%;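 note: extracellular domain of Rv3671c used as enzyme; 0% = enzyme with DMSO and 100% = no enzyme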
# SSB-PriA inh: inhibitors of Klebsiella pneumoniae PriA binding to SSB C-terminal tail, primary screen, biochemical, AlphaScreen | PriA–SSB C-terminal tail interaction (Klebsiella pneumoniae) | AlphaScreen SSBct-PriA binding, biotinylated peptide | inhibition, % at 33 µM | 430,000 compounds, 0.6% hits; in the data active = inhibition mostly above about 37%, no sharp cut-off; inactive = mostly below about 20%;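 note: plate controls were negative control peptide for no effect and reference peptide for full effect; strong numbers were not always called active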
# Anthrax LF inh2: Bacillus anthracis LF protease inhibitors, primary screen, biochemical, multiplex microsphere, MLPCN library; multiplex microsphere protease cleavage assay; Lethal factor (Bacillus anthracis), P15917; 360,000 compounds, 0.12% hits; inhibition, % at 10 µM; in the data active = inhibition above about 30%; note: plate controls were buffer without enzyme for full effect and enzyme alone for no effect
# Target sequence (P15917 whole entry, looked up): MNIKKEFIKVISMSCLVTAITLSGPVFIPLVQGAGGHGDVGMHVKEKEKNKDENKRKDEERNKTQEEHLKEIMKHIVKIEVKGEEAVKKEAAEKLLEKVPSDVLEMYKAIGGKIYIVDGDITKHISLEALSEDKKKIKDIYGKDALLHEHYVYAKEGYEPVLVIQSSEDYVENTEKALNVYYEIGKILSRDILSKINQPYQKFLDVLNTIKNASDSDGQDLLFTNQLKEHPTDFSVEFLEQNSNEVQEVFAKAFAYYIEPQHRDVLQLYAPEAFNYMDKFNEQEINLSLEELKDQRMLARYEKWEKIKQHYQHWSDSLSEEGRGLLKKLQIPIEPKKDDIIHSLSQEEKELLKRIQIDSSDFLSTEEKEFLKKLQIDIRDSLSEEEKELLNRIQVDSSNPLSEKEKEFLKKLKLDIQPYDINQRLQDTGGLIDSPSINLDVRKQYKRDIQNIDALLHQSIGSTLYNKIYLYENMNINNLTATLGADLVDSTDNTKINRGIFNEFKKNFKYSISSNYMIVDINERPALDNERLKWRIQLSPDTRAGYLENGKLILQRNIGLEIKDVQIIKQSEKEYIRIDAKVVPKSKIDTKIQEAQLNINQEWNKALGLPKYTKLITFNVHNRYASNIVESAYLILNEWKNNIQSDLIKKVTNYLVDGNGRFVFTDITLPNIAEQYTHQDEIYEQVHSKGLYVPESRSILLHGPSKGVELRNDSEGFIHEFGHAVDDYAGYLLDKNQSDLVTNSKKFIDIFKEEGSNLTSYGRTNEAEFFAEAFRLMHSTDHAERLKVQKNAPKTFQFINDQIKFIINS
# Y pestis TopoI: Yersinia pestis topoisomerase I inhibitors, primary screen, biochemical, cleavage product accumulation, plate reader, single point; DNA topoisomerase I (Yersinia pestis CO92); Y. pestis Topo-I cleavage product accumulation; activity, % at 10 µM; 360,000 compounds, 0.064% hits; AID 504884, 2011; in the data active = activity above about 50%, passing the limit was not always enough; note: inactives centre near 2
# MazF activator: activators of E. coli MazEF toxin-antitoxin RNase, primary screen, biochemical, fluorescence, uHTS | activation, % at 20 µM | 350,000 compounds, 0.32% hits | Endoribonuclease toxin MazF (Escherichia coli (strain K12)), P0AE70 | FAM/BHQ RNA-DNA oligo cleavage fluorescence, 5 h; in the data active = activation above about 50%
# SARS 3CLpro inh: SARS-CoV 3CLpro protease inhibitors, primary screen, biochemical, quenched FRET; Replicase polyprotein 1ab (Severe acute respiratory syndrome coronavirus), P0C6X7; recombinant SARS-CoV 3CLpro, quenched FRET peptide cleavage; inhibition, % at 6 µM; 290,000 compounds, 0.14% hits; in the data active = inhibition above about 12%
# BH1578 lux ind: inducers of Vibrio cholerae quorum light production without autoinducers, primary screen, BH1578 luxS cqsA deficient, single point; V. cholerae BH1578 lux reporter, luminescence, 6 h; activation, % at 18.7 µM; 350,000 compounds, 0.16% hits; AID 588436, 2011; in the data active = activation mostly above about 9.7%, no sharp cut-off; note: not every result past the cut was called active; inactives centre near 0; reference of the scale not given here
# * hit, by the source's call; i = inactive; x = not tested or not shown; & = joins results of further samples.
SMILES,PfHsp40 rescue,DUSP3 inh,TcdB GH inh,Rv3671c inh,SSB-PriA inh,Anthrax LF inh2,Y pestis TopoI,MazF activator,SARS 3CLpro inh,BH1578 lux ind
COc1ccc(NCc2nnc(-c3ccccc3)o2)cc1,0.8,1,-7.6,-6,9,-1,0,9,1,-0.4
CCCCCCN(C(=O)CCCN1C(=O)NC(c2ccc([N+](=O)[O-])cc2)C(C(=O)OCc2ccccc2)=C1C)C(C)C(=O)NCCCC (stereo not drawn),1.9,x,x,x,2,-3,26,-1,x,-1.5
CC1=NN(c2ccc(Cl)cc2)C(=O)C1,0.3,37,-2.3,-186,-7,0,-4,-2,0,-0.4
CCn1ncc(/C=N/NC(=O)c2ccc3c(c2)OCO3)c1C,-0.6,20,x,4,x,-3,-16,-4,6,-1.0
O=C(Nc1ccon1)c1cc2c(s1)CCCC2,-0.6,6,1.6,-7,-3,1,4,7,-1,0.9
CCN(CC)c1ccc(C=NNc2ccc([N+](=O)[O-])cn2)cc1,-1.5,x,0.4,x,0,2,-23,76*,x,3.4
Cc1ccc(S(=O)(=O)Nc2ccc(O)c3cccnc23)cc1,12,20,-0.2,-10,12,-4,5,2,2,-0.1
O=C(/C=C(\c1ccc(Cl)cc1)n1cncn1)c1ccc(Cl)cc1,0.3,0,1.4,-7,-9,-5,0,2,2,1.5
CCCn1c(N)cc(=O)n(C)c1=O,-0.3,7,1.0,2,-23,-2,22,-4,-2,0.1
CCOC(=O)N(CC)c1ccc(C(O)(C(=O)OCC)C(F)(F)F)cc1 (stereo not drawn),-0.5,15,x,-2,-3,0,-7,3,-1,i
Nc1nc(SCc2ccccc2Cl)n[nH]1,0.4,0,x,-3,0,10,-11,0,-6,0.4
Cc1cccc(NC(=O)Nc2ccc(C)cc2Br)c1,-0.1,37,x,-1,-9,5,-5,0,1,-0.2
COCCN(C(=O)c1ccco1)C(C(=O)NC1CCCC1)c1cccs1 (stereo not drawn),0.3,18,x,-7,6,0,8,-23,7,-0.3
C[C@H]1COC2=C1C(=O)C(=O)c1c2ccc2c1CCCC2(C)C,72*,7,x,-20,3,3,-2,-18,3,-0.7
COc1cccc(-c2nn(Cc3ccccc3)cc2C(=O)O)c1,1.3,21,0.4,-6,-5,-1,-2,0,-4,i
CCSc1nc2n(n1)C(c1cccc(F)c1)C1=C(CCCC1=O)N2 (stereo not drawn),0.6,32,x,7,-15,1,5,0,-4,x
COc1cc(OC)cc(C(=O)N[C@H](C(=O)OCC(=O)Nc2sccc2C#N)C(C)C)c1,1.2,-5,0.0,-7,-6,-2,-1,-22,1,-0.2
CSc1ccccc1OCc1cc(C(=O)N2CCSCC2)no1,2.5,28,-2.2,-15,-6,-1,14,4,1,-0.6
CCN1C[C@@H]2[C@@H]3C(=O)N(C)C(=O)[C@@H]3[C@](Cc3ccccc3)(C1=O)N2C(=O)c1ccc(Cl)c(Cl)c1,4.4,x,0.8,x,4,-4,8,3,x,-0.5
CC(C)Oc1ccc(S(=O)(=O)N2CCOCC2)cc1NC(=O)CSC(=S)N1CCCC1,x,x,0.6,x,x,-1,31,6,x,i
COc1cscc1C(=O)O,-0.3,1,0.0,-2,-13,5,0,6,-2,-0.7
O=C(Cc1ccccc1)Oc1cccc(-n2cnnn2)c1,-1.3,18,1.1,-4,-1,1,6,6,0,i
Cn1c(CNc2ccc(O)cc2)nc2ccccc21,0.7,x,5.6,2,-6,-11,5,105*,-2,i
CC(NC(=O)c1ccco1)C(=O)N1CCN(c2ccccc2)CC1 (stereo not drawn),-0.4,-24,-8.9,-6,-6,-3,0,5,-4,-0.3
CCn1c(SCC(=O)NCCc2ccccc2)nnc1C(C)C,0.2,33,1.0,7,-9,0,-8,0,5,-1.3

# The last two entries of the section above come first, to join the parts:
SMILES,PfHsp40 rescue,DUSP3 inh,TcdB GH inh,Rv3671c inh,SSB-PriA inh,Anthrax LF inh2,Y pestis TopoI,MazF activator,SARS 3CLpro inh,BH1578 lux ind
CC(NC(=O)c1ccco1)C(=O)N1CCN(c2ccccc2)CC1 (stereo not drawn),-0.4,-24,-8.9,-6,-6,-3,0,5,-4,-0.3
CCn1c(SCC(=O)NCCc2ccccc2)nnc1C(C)C,0.2,33,1.0,7,-9,0,-8,0,5,-1.3
C=CCn1c(SCC(=O)Nc2ccc(C(=O)O)cc2)nc2sc(C)c(C)c2c1=O,-1.7,x,-5.1,-2,7,-6,5,-5,x,i
CN(C)C(/C=C/Nc1ccc(O)cc1)=C(C#N)C#N,-0.5,17,1.6,-16,-1,-6,2,13,1,1.0
O=C(Cc1ccc(F)cc1)c1ccc(O)cc1O,-0.2,22,x,-14,12,-1,1,1,2,-0.2
O=C(CCN1C(=O)C2C3CCC(C3)C2C1=O)Nc1cccc(Cl)c1 (stereo not drawn),-0.7,1,4.1,-12,1,-4,0,-1,2,-0.1
CCOCc1cnc(C)nc1NCC(=O)c1c(C)n(C)c2ccc(OC)cc12,-0.5,32,x,x,-14,-2,0,0,3,-0.4
CCn1c2ccc(/C(C)=N\O)cc2c2cc(/C(C)=N\O)ccc21,-1.2,30,x,1,x,6,-6,14,2,i
CC(=O)c1cccc(NCC(=O)N2CCN(S(=O)(=O)c3ccccc3)CC2)c1,0.0,x,1.5,-6,-7,3,8,8,x,-0.3
COC(=O)/C(=C1/Oc2ccc(C)cc2S1)C(F)(F)F,1.3,-5,0.8,-19,-2,0,-2,-6,-2,-0.2
CC(C)c1cc(NCCOCCO)n2c(nc3ccccc32)c1C#N,-1.2,2,0.0,4,39*,-8,-4,7,1,i
CN1CCN(c2oc(Cc3cccc4ccccc34)nc2C#N)CC1,0.7,-11,6.5,10,17,20,3,6,0,i
COc1ccc(NS(=O)(=O)c2ccc(C)c(C(=O)NCC(c3ccco3)N(C)C)c2)cc1 (stereo not drawn),1.0,x,0.9,2,7,-7,0,2,x,-0.4
O=c1c2cccnc2[nH]c(=S)n1CCCN1CCN(c2ccc(F)cc2)CC1,-1.1,-1,x,-5,5,-5,-1,-1,3,i
CC(C)C(CCNC(=O)CN1C(=O)c2ccccc2C1=O)c1ccco1 (stereo not drawn),-0.3,32,x,1,-8,1,1,-6,1,-6.0
Cc1ccc(C)c(OCc2cc(C(=O)N3CCC(N4CCCC(O)C4)CC3)no2)c1 (stereo not drawn),-0.7,-8,-0.5,2,-11,-5,-3,-2,7,i
CCN(CC(=O)NC(C)(C)C)C(=O)C(c1ccccc1)c1ccccc1,-1.1,-10,0.3,9,-7,5,4,9,1,i
CCC1CCCCN1CCCNC(=O)c1ccc(CS(=O)(=O)Cc2ccc(Cl)cc2)o1 (stereo not drawn),-0.4,-5,0.1,-6,-10,-1,-3,7,-4,i
Cc1ccsc1C(=O)C1CCCN(Cc2cnc(N)nc2)C1 (stereo not drawn),-1.2,8,1.2,2,-1,3,10,-4,-2,-3.3
Cc1cccc(NC(=S)N2CCN(c3ccccc3F)CC2)c1C,-0.5,9,1.4,9,14,-1,6,7,6,-0.3
Cc1c(C(c2ccc(O)cc2)c2c(O)c3ccccc3oc2=O)c(=O)n(-c2ccccc2)n1C (stereo not drawn),1.4,-7,-1.7,7,5,-3,-10,2,6,-0.1
CC(C)(C)OC(=O)C[C@H]1C/C=C\C[C@@H](CC(=O)N[C@H](CO)Cc2ccccc2)C(=O)NC[C@H](c2ccccc2)OC1=O,0.0,x,1.4,-2,-17,-1,10,-2,x,i
CC(C)(C)OC(=O)N1CCN(c2ccc(NC(=O)Cn3nnc(-c4ccccc4)n3)cc2)CC1,-0.2,40,x,1,-15,-7,0,-10,3,5.6
CN(Cc1ccccc1)C1(CNC(=O)CCC(F)(F)F)Cc2ccccc2C1,-0.5,14,0.6,-3,-5,1,12,-2,-4,-0.7
N#Cc1ccccc1NC(=O)Nc1cccs1,0.9,19,x,7,2,7,-3,-3,2,i
O=C(NCc1ccc(Cl)cc1)C1CCN(S(=O)(=O)c2ccc(F)cc2)CC1,0.3,24,-4.2,-6,-9,8,4,1,1,i
COc1cccc(CNC(=O)c2nnn(CC(=O)Nc3ccc(C)c(C)c3)c2N)c1,-1.0,24,x,-10,-13,-3,3,-2,x,-0.3

# One compound at a time, as listed above. Values in the order: PfHsp40 rescue, DUSP3 inh, TcdB GH inh, Rv3671c inh, SSB-PriA inh, Anthrax LF inh2, Y pestis TopoI, MazF activator, SARS 3CLpro inh, BH1578 lux ind
# `COc1cccc(CNC(=O)c2nnn(CC(=O)Nc3ccc(C)c(C)c3)c2N)c1` reads -1.0, 24, x, -10, -13, -3, 3, -2, x, -0.3
# `CC(C)C(CCNC(=O)CN1C(=O)c2ccccc2C1=O)c1ccco1` (stereo not drawn) reads -0.3, 32, x, 1, -8, 1, 1, -6, 1, -6.0

# New compounds follow
SMILES,PfHsp40 rescue,DUSP3 inh,TcdB GH inh,Rv3671c inh,SSB-PriA inh,Anthrax LF inh2,Y pestis TopoI,MazF activator,SARS 3CLpro inh,BH1578 lux ind
CCOC(=O)[C@@H]1[C@H]2COc3cc(OC)ccc3[C@@H]2N2C(=O)N(c3ccc(F)cc3)C(=O)[C@@]12C,-0.8,x,x,-5,-2,2,-8,4,x,0.5
CCCCCc1cc(=O)oc2c(C(CCN3CCCC(C)C3)c3ccc4c(c3)OCO4)c(OC)cc(OC)c12 (stereo not drawn),-1.1,10,1.4,-6,31,-12,7,1,x,4.5
O=C(c1cc(COc2ccc(F)cc2Cl)on1)N1CCCCCC1,0.6,2,-0.5,11,-32,3,9,0,-2,i
O=C(COC(=O)/C=C/c1cccc(Br)c1)NC1CCCCCC1,0.3,x,1.2,4,-18,-13,5,-6,x,-0.6
Cc1ccc(-c2csc3nc(C)n(-n4c(C)ccc4C)c(=O)c23)o1,0.2,22,x,6,30&14,-2,-2,-1,-8,1.2
C[C@@H]1CN([C@H](C)CO)C(=O)CCCn2nncc2CO[C@H]1CN(C)Cc1ccncc1,x,x,0.1&0.5&0.1,x,x,-5,0,4,x,0.0

# Already shown: an excerpt of the list.
SMILES,PfHsp40 rescue,DUSP3 inh,TcdB GH inh,Rv3671c inh,SSB-PriA inh,Anthrax LF inh2,Y pestis TopoI,MazF activator,SARS 3CLpro inh,BH1578 lux ind
Cc1ccc(-c2csc3nc(C)n(-n4c(C)ccc4C)c(=O)c23)o1,0.2,22,x,6,30&14,-2,-2,-1,-8,1.2
C[C@@H]1CN([C@H](C)CO)C(=O)CCCn2nncc2CO[C@H]1CN(C)Cc1ccncc1,x,x,0.1&0.5&0.1,x,x,-5,0,4,x,0.0

# Assay outcomes as filed in PubChem.

# Only part of the results is shown; the hit share may differ from the screen's.
